TbPYK inhibitor: blocks Trypanosoma brucei pyruvate kinase; Q57TT1; TbPYK enzyme, Kinase-Glo Plus ATP luminescence, 45 min; Potency, µM (highest dose often 76.8 µM), for the others: at the top dose activity, negative = inhibition, actives largely listed as inhibitors; 410,000 compounds, 0.12% hits; AID 624173; note: nearly all actives have a fitted effect of over 50% in size
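Glycolytic pyruvate kinase of T. brucei was incubated with substrate, test compound and 130 uM ADP for 45 minutes at room temperature. Luminescent Kinase-Glo Plus signal was measured after 10 minutes.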
Pf growth 48h: P. falciparum growth inhibition at 48 hours (one generation) | 310,000 compounds, 5.9% hits | P. falciparum luciferase growth in erythrocytes, 48 h | Potency, µM (top dose mostly 28.7 µM), for the others: at the highest dose activity change, negative = inhibition, usual class: inhibitors
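A one-generation exposure of luciferase-tagged malaria parasites in RPMI 1640/Albumax erythrocyte culture, 37 C and 5% CO2. Inhibition is inferred from decreased luminescence after adding detection reagent.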
HCV inhibitor: blocks hepatitis C virus | Huh7.5.1 HCVcc-Cre infection, luciferase reporter, 44 h | Potency, µM (titrated, usually from 41.8 µM), for the others: at the highest dose activity change, negative = inhibition, usual class: inhibitors | 340,000 compounds, 3.4% hits
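Cells seeded at 1,000/well and cultured 4 h, then compounds added followed by HCVcc-Cre virus (~0.5 moi). After 44 h further culture, luciferase substrate was added, plates held 15 min at room temperature, and luminescence read for 15 sec.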
Pf growth 96h: P. falciparum growth inhibition at 96 hours; Potency, µM (top dose mostly 28.7 µM), for the others: top-dose activity change, negative = inhibition, usual class: inhibitors; 320,000 compounds, 6.9% hits; P. falciparum luciferase reporter growth, 96 h; AID 504834
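Infected RBCs, 2% Hct / 0.05% parasitemia final; luciferase-reporter P. falciparum; cpd 96 h, 37 C, 5% CO2; luciferase detection reagent; luminescence.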
Sm TGR inh: S. mansoni TGR enzyme inhibition. Q962Y6. purified TGR, DTNB reduction, TNB absorbance 405 nm. Potency, µM (highest dose often 114 µM), without a hit: at the highest dose activity change, negative = inhibition, actives largely listed as inhibitors. 360,000 compounds, 3% hits. AID 485364; note: nearly all actives have a fitted effect of over 60% in size
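Kinetic colorimetric format: TGR-catalysed, NADPH-driven DTNB reduction monitored via TNB absorbance. Enzyme dispensed at 20 nM; compound exposure 15 min at room temperature before reaction start.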
LmPK inhibitor: inhibitors of Leishmania mexicana pyruvate kinase. Potency, µM (highest dose often 57.5 µM), without a hit: top-dose activity change, negative = inhibition, usual class: inhibitors. AID 1721. Q27686. 290,000 compounds, 0.37% hits. purified LmPK, Kinase-Glo ATP luminescence, 1 h
Target sequence (Q27686 whole entry, looked up): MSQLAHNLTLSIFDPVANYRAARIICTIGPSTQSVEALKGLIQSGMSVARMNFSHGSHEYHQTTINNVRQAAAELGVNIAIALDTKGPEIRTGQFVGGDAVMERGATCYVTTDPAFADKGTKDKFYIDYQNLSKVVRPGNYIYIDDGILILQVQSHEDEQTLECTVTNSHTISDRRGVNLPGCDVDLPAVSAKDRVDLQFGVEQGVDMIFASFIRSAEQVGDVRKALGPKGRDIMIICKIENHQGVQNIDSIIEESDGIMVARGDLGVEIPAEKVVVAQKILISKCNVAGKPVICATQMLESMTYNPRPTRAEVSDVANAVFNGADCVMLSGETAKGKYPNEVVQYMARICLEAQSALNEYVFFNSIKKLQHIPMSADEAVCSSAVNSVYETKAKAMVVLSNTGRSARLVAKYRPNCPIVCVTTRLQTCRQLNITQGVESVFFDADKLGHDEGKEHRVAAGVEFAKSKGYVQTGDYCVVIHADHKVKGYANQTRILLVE
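Screened at intermediate enzyme activity to detect both inhibitors and activators: LmPK at 0.1 nM, with a 0.5 nM enzyme column as activation reference. PEP 0.5 mM, ADP 0.1 mM; ATP detected by luminescence after 1 h.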
* = called active by the depositor; ? = inconclusive; / = no result given; [ ] = dose if it differs, or a comment. Calls come from the whole dose curve; as a rule, active = well fitted curve in the direction sought with a large enough effect; inconclusive = small, poorly fitted or top-dose-only effect, or another doubt; inactive = no such curve, though single readings can be large; an effect the other way counts as inactive or inconclusive. % is set by controls: 0 for no effect and ±100 for the full control effect; potency is the fitted concentration of half-maximal effect.

SMILES	TbPYK inhibitor	Pf growth 48h	HCV inhibitor	Pf growth 96h	Sm TGR inh	LmPK inhibitor
CC(C)C[C@H](NC(=O)N1CCn2c1nc1ccccc12)C(=O)NCc1ccccc1	2%	?	3%	?	-11%	1%
O=C(CN(Cc1ccco1)C(=O)c1ccc(Cl)cc1)Nc1ccc(Cl)c(Cl)c1	-1%	-13%	?	34%[activator]	2%	0%
CNc1ccccc1	-2%	17%	28%	30%[activator]	-9%	/
Cn1c(CCNC(=O)c2ccccc2)nc2cc(NC(=O)c3ccco3)ccc21	-9%	40%[activator]	6%	/	?	-1%
CS(=O)(=O)N(CCc1ccccc1)CC(=O)N1CCN(Cc2ccccc2)CC1	5%	?	?	-38%	-2%	-2%
c1ccc(Cc2nnc3n2N=C(c2ccccc2)CS3)cc1	2%	11%	14%	93%[1.15 µM]	-1%	0%
O=c1ccc(-c2ccccc2)nn1Cc1ccc(F)cc1	-8%	8%	-4%	?	-5%	-6%
Cc1ccc(N(CC(=O)NCc2ccc(F)cc2)C(=O)c2ccco2)cc1C	-9%	-15%	-19%	-17%	-3%	3%
CCOC(=O)c1c(NC(=O)CSc2nc3ccccc3s2)sc(C(C)=O)c1C	3%	2%	?	39%[activator]	20%	2%
COc1ccc(/C=N/Nc2c(Cl)cc(Cl)cc2Cl)cc1CN1CCOCC1	-13%	?	-29%	0%	-15%	-1%
COc1ccc(-c2noc(CSc3nc4ccccc4c(=O)n3-c3ccc(C)cc3)n2)cc1	-8%	/	3%	-23%	4%	0%
CC1CCCC(NC(=O)CN2C(=O)c3cccnc3Oc3ccc(Cl)cc32)C1C (stereo unspecified)	-4%	?	?	24%	-3%	11%
COc1ccc(CN2CCN(Cc3cccc(F)c3)CC2)cc1OC	4%	11%	-4%	29%	0%	-1%
O=C(Nc1ccc(N2CCN(C(=O)c3ccco3)CC2)c(Cl)c1)c1cc2ccccc2o1	1%	2.9µM*	3.5µM*	-2%	-3%	1%
CC(C)CN(CC(C)C)S(=O)(=O)N1CCC(C(=O)NC2CCCCCCC2)CC1	-2%	?	6%	12µM*	-11%	-9%
CC(C)N(O)C(=O)NC(C)(C)C	-1%	5%	10%	88%[activator]	5%	-1%
Cc1c(Cl)cccc1NC(=O)CCN1C(=O)NC(C)(C)C1=O	4%	-11%	4%	24%	-12%	/
COc1ccc(S(=O)(=O)N2CCN(C)CC2)cc1Br	0%	17%	15%	/	1%	-1%
CCC1(C)CC(=O)N(c2ccc(F)c(Cl)c2)C(=O)C1	-2%	-7%	1%	?	3%	-1%
CC1=C(C(=O)OCC2CCCO2)C(c2ccc(O)cc2)NC(=O)N1 (stereo unspecified)	-4%	18%	11%	-2%	-11%	0%
COc1ccc(N(CC(=O)Nc2ccccc2OC)S(=O)(=O)c2ccc(OC)c(OC)c2)cc1	3%	5%	?	-19%	9%	-6%
CCc1nc(N2CCC(C)CC2)c2oc3ccccc3c2n1	-5%	?	-19%	-3%[5.75 µM]	-11%	6%
Cc1ccccc1C(=O)NC1CCN(CC(=O)Nc2nccs2)CC1	-4%	8%	1%	?	-1%	-11%
O=C(Nc1ccc(-c2nc3ccccc3c(=O)o2)cc1)c1ccco1	1%	5%	11%	-16%	-9%	-8%
O=C(CN1C(=O)c2ccccc2S1(=O)=O)NCc1c(F)cccc1F	-8%	?	-22%	28%	1%	/
More entries.
SMILES	TbPYK inhibitor	Pf growth 48h	HCV inhibitor	Pf growth 96h	Sm TGR inh	LmPK inhibitor
COc1cccc(/C=N/NC(=O)CCc2ccccc2)c1	0%	-22%	-24%	-30%	-16%	2%
O=C1CC(c2ccccc2)CC(O)=C1C=Nc1ccc(O)cc1 (stereo unspecified)	-5%	19%	-8%	13µM*	/	4%
Cc1ccc(S(=O)(=O)N2CCN(C(=O)c3ccccc3)CC2)cc1	/	/	11%	-6%	-1%	14%
COc1cc(/C=N/NC(=O)CCn2cnc(-c3ccccc3)c2-c2ccccc2)ccc1O	-4%	?	-10%	-3%	-8%	-4%
Cc1ncc([N+](=O)[O-])n1CCOC(=O)Nc1ccc([N+](=O)[O-])cc1	7%	-5%	-5%	38%[activator]	-6%	4%
CC(=O)C1=C(C)NC(SCC(=O)c2ccc(F)cc2)=C(C#N)C1CC(C)C (stereo unspecified)	14µM*	?	?	8.3µM*	?	23%
O=[N+]([O-])c1nn(-c2ccc3c(c2)OCCO3)n(O)c1=NCCC1=CCCCC1	-2%	-12%	-7%	?	25µM*	2%
Cc1ccnc(NC(=O)c2ccccc2NC(=O)c2ccccc2)c1	-4%	/	?	?	7%	-1%
Cc1cc(C)cc(OCC(=O)OCC(=O)N(CC(C)C)c2c(N)n(Cc3ccccc3)c(=O)[nH]c2=O)c1	2%	3%	24%	17%	-2%	/
Clc1ccsc1-c1ccc2ccccc2n1	14%	161%[activator]	?	/	-2%	-15%
OCCCNC(=S)Nc1ccc(Oc2ccccc2)cc1	-9%	-16%	0%	25%	?	4%
Cc1cccc(-c2c3c(=O)n(C)c(=O)n(C)c3cn2CCO)c1	-8%	29%	-1%	43%[activator]	45%[activator]	-3%
O=c1c2ccccc2nnn1CCN1CCOCC1	-14%	29%	0%	40%[activator]	11%	1%
CCCCCN(C)CCC(O)(P(=O)(O)O)P(=O)(O)O	2%	12%	/	-7%	/	/
COCC(=O)NC1CCN(CC(=O)Nc2ccccc2[N+](=O)[O-])CC1	0%	11%	5%	-11%	/	0%
Cc1ccc(S(=O)(=O)Nc2ccc3c(c2)nc(CN2CCCC2)n3C)cc1	-6%	/	-23%	?	-1%	-1%
CSc1cccc(NC(=O)Nc2nc3c(C)cccc3s2)c1	0%	?	?	?	-12%	5%
COC(=O)C1=C(c2ccc(-c3ccccc3)c(F)c2)C[C@@H]2CC[C@H]1N2C(=O)NCc1cc(C)oc1C(F)(F)F	-2%	2.3µM*	?	?	1%	/
CCOC(=O)C1(CCOc2ccccc2)CCN(Cc2cnc(C)s2)CC1	-5%	?	?	?	15%	10%
COc1ccc(/C=N/NC(=O)CN2CCCC2)cc1	-6%	2%	8%	?	?	0%
CCOC(=O)c1ccc(N/C=C/C(=O)c2ccc(OC)cc2)cc1	0%	15%	4%	0%	14%	3%
CCC1Sc2ccc(S(=O)(=O)CCC(=O)NCc3cccs3)cc2NC1=O (stereo unspecified)	6%	?	?	7%	?	8%
COc1cc(C2NC(=O)CS2)cc(OC)c1OC (stereo unspecified)	-2%	19%	5%	-23%	8%	0%
COCc1cc(=O)[nH]c(/N=C(\N)Nc2cccc(Cl)c2)n1	3%	11%	?	7%	-2%	-1%
COc1cc(O)oc1C=Nc1ccc(Cl)cc1	-2%	38%[activator]	-2%	167%[activator]	-10%	-3%

For reference, some entries already given:
SMILES	TbPYK inhibitor	Pf growth 48h	HCV inhibitor	Pf growth 96h	Sm TGR inh	LmPK inhibitor
COc1cccc(/C=N/NC(=O)CCc2ccccc2)c1	0%	-22%	-24%	-30%	-16%	2%
O=C1CC(c2ccccc2)CC(O)=C1C=Nc1ccc(O)cc1 (stereo unspecified)	-5%	19%	-8%	13µM*	/	4%
Cc1ccc(S(=O)(=O)N2CCN(C(=O)c3ccccc3)CC2)cc1	/	/	11%	-6%	-1%	14%

Going on with the list.
SMILES	TbPYK inhibitor	Pf growth 48h	HCV inhibitor	Pf growth 96h	Sm TGR inh	LmPK inhibitor
Cc1cc(=O)oc2cc(OCC(=O)NC3CCCC3)ccc12	1%	2%	?	-8%	-1%	0%
Cc1cc(NC(=O)c2cc(CC(C)C)on2)n(-c2ccccc2)n1	1%	9%	-1%	?	8%	6%
O=C(Nc1cccc(NC(=O)c2ccc(Cl)cc2)n1)c1ccc(Cl)cc1	-2%	6%	7%	?	2%	-3%
Nc1nc(CSc2ncccn2)nc(Nc2ccccc2)n1	2%	196%[activator]	2%	/	-15%	2%
CCc1ccc(CN2C(=O)c3ccccc3C2C(=O)NCc2cccnc2)cc1 (stereo unspecified)	1%	?	21%	53%[activator]	?	1%
COC(=O)c1c(C)[nH]c(C(=O)NCCc2ccc(S(N)(=O)=O)cc2)c1C	-2%	-1%	-24%	10%	-6%	-2%
Clc1ccc(C2CC(c3cccs3)n3ncnc3N2)cc1 (stereo unspecified)	-1%	-19%	7%	-4%	11%	6%
COc1cccc(CC(=S)N2CCOCC2)c1	-2%	2%	?	121%[activator]	1%	-1%
CN1CCc2cc(O)c(O)cc2C(c2ccccc2)C1 (stereo unspecified)	-8%	?	?	-9%	-34%	/
COc1ccc(COC(=O)CCNC(=O)c2ccc(Cl)cc2)cc1	-1%	3%	-6%	-2%	5%	/
Cn1c2ccccc2c2ncn(CCC3=CCCCC3)c(=O)c21	5%	?	-27%	?	2%	0%
Cc1ccc(S(=O)(=O)N(C)CC(=O)Nc2ncccc2C)cc1	0%	0%	4%	12%	-8%	/
CCCCCCCn1c(=O)c(C(=O)OC)c(N)c2ccccc21	-1%	?	?	?	5%	0%
COc1ccc2c(c1)CCc1c(C(=O)Nc3cc(C)n(Cc4ccc(Cl)cc4)n3)noc1-2	-3%	-19%	-1%	?	2%	-9%
CC(CNC(=O)Cn1ccc(NC(=O)OCc2ccccc2)nc1=O)c1ccccc1 (stereo unspecified)	4%	13%	3%	35%[activator]	9%	/
COc1ccc(/C=N/Nc2cc(N3CCOCC3)ncn2)c(OC)c1	2%	-2%	6%	?	-7%	2%
O=C(Cn1c(=O)n(CCCCC(=O)NC2CCCC2)c(=O)c2ccccc21)NCCC1=CCCCC1	0%	-7%	-6%	?	26%	2%
COC1=Cc2c(ccc3ccc(=O)oc23)OC1(C)C	/	7.4µM*	?	/	6%	-9%
CCN(c1ccccc1)S(=O)(=O)c1cc2c(cc1C)n(C)c(=O)c(=O)n2C	4%	20%	3%	8%	3%	2%
O=C(Cn1nnc2ccccc21)OCC(=O)c1ccc(Cl)cc1	/	11%	/	86%[activator]	1%	-1%
COC(=O)c1cc(-c2c(C)nn(-c3ccccc3)c2C)n[nH]1	3%	28%	?	-6%	2%	-7%
Cc1cccc(-n2[nH]c(C)c(C=Nc3ccc4[nH]c(=O)[nH]c4c3)c2=O)c1	-5%	38%[activator]	-8%	29%	3%	5%
Cc1cc(OCC(=O)OCC(=O)c2c(N)n(C)c(=O)n(C)c2=O)ccc1Cl	-1%	-7%	8%	-22%	2%	/
Cc1nn2c(N3CCN(C4CCCC4)CC3)cc(C(C)(C)C)nc2c1-c1ccccc1	1%	10%	-13%	/	-12%	10%
CCOC(=O)c1cnn(-c2ccc(F)cc2)c1N	-9%	29%	-8%	36%[activator]	3%	-9%
COc1ccccc1N1C(=O)[C@@H]2C(C(=O)CN3C(=O)c4ccccc4C3=O)=NN[C@@H]2C1=O	-5%	5%	20%	14%	0%	4%
COc1ccc2c(c1)c(=O)oc1cc3occ(C(C)(C)C)c3cc12	-3%	/	?	92%[activator]	-2%	2%

Reformatted in CSV form: 4 of the compounds above
Compound,TbPYK inhibitor,Pf growth 48h,HCV inhibitor,Pf growth 96h,Sm TGR inh,LmPK inhibitor
COC(=O)c1cc(-c2c(C)nn(-c3ccccc3)c2C)n[nH]1,3%,28%,?,-6%,2%,-7%
Cc1cccc(-n2[nH]c(C)c(C=Nc3ccc4[nH]c(=O)[nH]c4c3)c2=O)c1,-5%,38%[activator],-8%,29%,3%,5%
Cc1cc(OCC(=O)OCC(=O)c2c(N)n(C)c(=O)n(C)c2=O)ccc1Cl,-1%,-7%,8%,-22%,2%,/
Cc1nn2c(N3CCN(C4CCCC4)CC3)cc(C(C)(C)C)nc2c1-c1ccccc1,1%,10%,-13%,/,-12%,10%

Bioassay records from PubChem.
